Pol iota inh – qHTS for Inhibitors of Polymerase Iota; Potency, µM (titrated, usually from 115 µM), for inactives: at the highest dose activity, negative = inhibition, usual class: inhibitors; Pol iota fluorescent replication assay, 10 min; 1% of 390,000 active
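Fluorescent replication assay read twice, at 0 min and 10 min after adding 50 nM (final) substrate. Enzyme (10 nM) and compounds were first incubated 15 min at room temperature; enzyme-free buffer wells were negative controls.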
APE1 inh – qHTS Assay for Inhibitors of the Human Apurinic/apyrimidinic Endonuclease 1 (APE1). recombinant APE1, TAMRA/BHQ-2 abasic DNA cleavage fluorescence. Potency, µM (series often up to 65.8 µM), for the others: at the top dose activity change, negative = inhibition, most hits filed as inhibitors. 0.35% of 350,000 active. AID 2517, 2012. DNA repair nuclease/redox regulator APEX1 (Homo sapiens), P27695;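 also: plate controls were vehicle for no effect and reference inhibitor for full effect; nearly all actives have a fitted effect of over 55% in size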
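Enzyme (0.75 nM final) and test compound are incubated 15 min at room temperature before adding 50 nM quenched THF abasic-site duplex. Cleavage dequenches TAMRA, followed at 525/598 nm over three reads one minute apart.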
Pol kappa inh – qHTS for Inhibitors of Polymerase Kappa; DNA polymerase kappa (Homo sapiens), Q9UBT6; purified Pol kappa, fluorescent DNA synthesis assay, 10 min; Potency, µM (series often up to 107 µM), for the others: at the highest dose activity, negative = inhibition, most hits filed as inhibitors; 0.53% of 400,000 active; also: % is scaled to controls: 0 for no effect and ±100 for the full control effect
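Activity was followed as the change in fluorescence between reads at 0 and 10 min after starting the reaction with 50 nM substrate. Beforehand, 10 nM polymerase had been preincubated with compound for 15 min at room temperature.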
Pol beta inh – qHTS Assay for Inhibitors of DNA Polymerase Beta; AID 485314, 2010; 1.3% of 340,000 active; Potency, µM (highest dose often 114 µM), inactives show top-dose activity change, negative = inhibition, usual class: inhibitors; Pol beta primer extension/strand displacement, fluorescence kinetic; also: % is scaled to controls: 0 for no effect and ±100 for the full control effect
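Kinetic readout of DNA synthesis with strand displacement by Pol beta. Compound and 10 nM enzyme sit 15 min at room temperature; 50 nM substrate starts the reaction, read immediately and at 10 min.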
G9a inh – qHTS Assay for Inhibitors of Histone Lysine Methyltransferase G9a. Potency, µM (highest dose often 102 µM), for the others: top-dose activity, negative = inhibition, actives largely listed as inhibitors. AID 504332, 2011. G9a H3K9 monomethylation, AlphaScreen, 2 h. 8.8% of 350,000 active; also: % is scaled to controls: 0 for no effect and ±100 for the full control effect; nearly all actives have a fitted effect of over 75% in size
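Using a bead-based AlphaScreen, monomethylated H3K9 product from 2 h room-temperature reactions (G9a 20 nM, peptide 500 nM, SAM 20 uM) was detected with 0.5 ug/mL rabbit anti-H3K9me1 antibody.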
BAZ2B inh – qHTS Assay for Inhibitors of BAZ2B. AID 504333, 2011. 4.4% of 360,000 active. AlphaScreen BAZ2B-H3K14Ac peptide displacement. Bromodomain adjacent to zinc finger domain protein 2B (Homo sapiens), Q9UIF8. Potency, µM (titrated, usually from 114 µM), inactives show at the highest dose activity change, negative = inhibition, actives largely listed as inhibitors; also: % is scaled to controls: 0 for no effect and ±100 for the full control effect; nearly all actives have a fitted effect of over 60% in size
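Complex of BAZ2B and biotin-H3K14Ac (50 nM apiece) forms over 30 min at RT, then faces library compounds up to 110 uM for another 30 min; AlphaScreen beads added, 20 min dark incubation, luminescence read.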
POLH inh – qHTS for Inhibitors of Polymerase Eta; DNA polymerase eta (Homo sapiens), Q9Y253; recombinant Pol eta, fluorescent DNA replication assay; Potency, µM (series often up to 114 µM), for inactives: at the top dose activity change, negative = inhibition, hits mostly inhibitors; 1.2% of 390,000 active; AID 588591, 2011; also: % is scaled to controls: 0 for no effect and ±100 for the full control effect
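Pol eta at 10 nM preincubated with compounds 15 min at room temperature; reaction started with fluorescent substrate (50 nM final) and read kinetically at 0 and 10 min.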
BLM helicase inh – qHTS Assay for Inhibitors of Bloom's syndrome helicase (BLM); RecQ-like DNA helicase BLM (Homo sapiens), P54132; 0.2% of 350,000 active; Potency, µM (doses to about 56.1 µM), for inactives: at the top dose activity change, negative = inhibition, hits mostly inhibitors; recombinant BLM DNA unwinding, fluorescence dequenching;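 also: plate controls were vehicle for no effect and no enzyme for full effect; nearly all actives have a fitted effect of over 35% in size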
JMJD2A Tudor – qHTS Assay for Inhibitors of JMJD2A-Tudor Domain. Lysine-specific demethylase 4A (Homo sapiens), O75164. AlphaScreen JMJD2A-Tudor / H3K4me3 peptide binding. Potency, µM (highest dose often 114 µM), inactives show at the highest dose activity change, negative = inhibition, usual class: inhibitors. 4.4% of 390,000 active. AID 504339, 2011; also: % is scaled to controls: 0 for no effect and ±100 for the full control effect; nearly all actives have a fitted effect of over 50% in size
Numbers without * were called inactive; ? = inconclusive; / = no result given; & = joins results of further samples; [ ] = remark or other dose. Calls follow the shape of the dose curve; as a rule, active = well fitted curve in the direction sought with a large enough effect; inconclusive = small, poorly fitted or top-dose-only effect, or another doubt; inactive = no such curve, though single readings can be large; an effect the other way counts as inactive or inconclusive. Potency is read from the fitted curve at half-maximal effect.

SMILES	Pol iota inh	APE1 inh	Pol kappa inh	Pol beta inh	G9a inh	BAZ2B inh	POLH inh	BLM helicase inh	JMJD2A Tudor
CCOc1ccc(NC(=O)c2ccc(OC)cc2)cc1	11%	1%	1%	11%	/	3%	-4%	-4%	-10%
O=C1NC[C@@H](c2ccccc2)OC(=O)[C@@H](Cc2ccc(F)cc2)CC/C=C/C[C@H]1CC(=O)N(CCO)Cc1ccccc1	-1%	3%	3%	/	/	/	-11%	/	-29%
Cc1cccc(N(C)C(=O)C2CCC(CNS(=O)(=O)c3cccc4nsnc34)CC2)c1 (configuration not stated)	19%	/	-1%	26%	-33%[59 µM]	-31%	-16%	-4%	-21%
Nc1nc(SCC(=O)c2ccc(F)cc2)n[nH]1	-29%	14%	-18%	-8%	45µM*	-5%	?	-5%	?
Cc1cc(C)cc(-n2c(SCC(=O)N3CCC(C)CC3)nc3c([nH]c4ccccc43)c2=O)c1	1%	/	-8%[60.1 µM]	-6%	31%[59 µM]	3%	-4%	-5%	-9%
CCNC(=O)COC(=O)c1csc2c1CCCC2	17%	0%	-2%	5%	9%[59 µM]	-12%	-21%	-6%	-6%[57.1 µM]
CC(C)CCn1c(=O)c2cccnc2n(CC(=O)Nc2ccccc2F)c1=O	26%	/	0%	22%	3%[59 µM]	6%	-4%	-1%	-11%
O=C(OCC(=O)c1ccc[nH]1)c1cncc(Br)c1	?	15%	-24%	/	8%[12.7 µM]	-37%	-15%	/	-11%
Cc1c(Nc2nc3ccccc3n3c(C)nnc23)cccc1C(=O)O	17%	/	-2%	-9%	1%[59 µM]	-13%	-7%	-1%	-14%
Cc1ccc(NC(=O)CN2C(=O)C(c3ccccc3)=NC23CCCCC3)cc1C	22%	/	-12%	-8%	-6%[59 µM]	-3%	/	-9%	-16%
O=C(CCCN1C(=O)/C(=C\c2cccs2)SC1=S)Nc1ccccn1	12%	-7%	-3%	11%	?	?	-16%	-14%	?
CCOC(=O)COc1c(OC)cc(Cl)cc1C1Nc2ccccc2C(=O)N1c1ccccc1 (configuration not stated)	?	-5%	-7%	-26%	11%[59 µM]	-1%	-15%	-10%	-10%
COC(=O)c1ccccc1N(Cc1ccccc1)S(C)(=O)=O	-3%	6%	-5%	2%	18%[59 µM]	5%	-3%	-1%	-2%
O=C(NCCN1CCOCC1)c1ccc2c(c1)N(Cc1ccc(Cl)cc1)C(=O)CS2	15%	1%	-2%	90%	?	4%	-14%	-2%	-10%
O=C(COC(=O)c1ccc(O)cc1O)NC(=O)NCc1ccccc1	-9%	-31%	-22%	/	7%[59 µM]	3%	-24%	/	-13%
O=C(Nc1ccccc1)c1cn2ccccc2n1	-19%	3%	-14%	9%	/	3%	-8%	-5%	-14%
Cc1ccc(C)c(NC(=S)NC(NC(=O)OCc2ccccc2)C(Cl)(Cl)Cl)c1 (configuration not stated)	-12%	-7%	-10%	-20%	?	1%	-18%	-5%	-16%
COCCCNC(=O)c1ccc(CNS(=O)(=O)c2ccc(NC(C)=O)cc2)cc1	7%	5%	0%	6%	7%[59 µM]	-21%	-5%	-10%	50µM*
COc1cc2c(C(=O)N(C)c3cc(Cl)ccc3OC)cn(C)c(=O)c2cc1OC	5%	21%	0%	2%	23%	0%	-9%	-1%	3%
c1ccc(-c2onc3cc4c(cc23)OCCO4)cc1	2%	-6%	-13%	-25%	8%[12.7 µM]	0%	-6%	0%	-27%
COc1cc(OC)cc(C(=O)Nc2ccc3nc(N4CCCCC4)cc(C)c3c2)c1	0%	/	1%	16%	-2%[59 µM]	-16%	-12%	-7%	-26%
Cc1c2cnn(CC(=O)NCc3ccc(F)cc3)c(=O)c2c(C)n1Cc1ccccc1F	3%	/	?	0%	-1%[59 µM]	-23%	-5%	-8%	0%
COCCn1c(=O)c2c(nc3n2CCCN3CCc2ccccc2)n(C)c1=O	20%	-2%	-9%	38%	9%	-6%	-22%	-3%	-20%
COc1cccc(/C=N/Nc2nc(N3CCCC3)nc(N3CCCC3)n2)c1O	-2%	-6%	-24%	-1%	-33%	?	-33%	-14%	?
NS(=O)(=O)c1ccc(CNC(=O)C2CCCCC2)cc1	-6%	17%	-10%	17%	4%[59 µM]	-3%	-8%	3%	1%
CNc1nc(Nc2ccc(C)c(Cl)c2)c2cnn(C)c2n1	-13%	-14%	-33%	-1%	9%	0%	-3%	-5%	-21%
Cc1ccc(S(=O)(=O)N2CCCNCC2)cc1	39%[activator]	91%[activator]	4%	9%	?	1%	-26%	-2%	-3%
O=C(CSc1nc(=O)n(CCN2CCOCC2)c2c1CCCC2)Nc1ccc([N+](=O)[O-])cc1	10%	9%	-3%	/	1%[0.501 µM]	4%	-13%	/	-12%
Nc1c(S(=O)(=O)c2cccs2)c2nc3ccccc3nc2n1Cc1ccc2c(c1)OCO2	-14%	-4%	-6%	16%	12%	10%	-7%	-9%	-9%
CC(=O)Oc1ccc(C(=O)Nc2cccc3c2CCCC3)cc1	49%[activator]	-5%	-4%	-24%	19%	-14%	3%	-5%	-7%
C/C(=N\NC(N)=S)c1ccc2c(c1)OCCO2	-4%[58.9 µM]	13%	-17%	34%	/	-3%	-5%	0%	-15%
CCOc1c(Br)cc(/C=C(\C#N)C(=O)NC2CC2)cc1OC	5%	40%	-5%	6%	75%[activator]	-1%	-11%	-10%	0%
Cc1c(C(=O)N2CCCCCC2)c(S(=O)(=O)Nc2cccc(F)c2)c(C)n1C	19%	15%	-11%	24%	8%	-24%	0%	-4%	-32%
CCCC1=C(C(=O)OCC)C(c2cccnc2)n2nc(C)nc2N1 (configuration not stated)	175%[activator]	1%	-10%	8%	15%	-14%	-16%	2%	-9%
C[C@@H]1C[C@H]2[C@@H]3CCC4=CC(=O)C=C[C@]4(C)[C@@]3(F)[C@@H](O)C[C@]2(C)[C@H]1C(=O)CO	12%	?	5%	-9%	13%[59 µM]	4%	-10%	-3%&-6%	-26%
CCN(Cc1ccncc1)C(=S)NCc1ccccc1	65%[activator]	-4%	-6%	-25%	50µM*	-2%	-22%	-4%	-2%
CC(=O)Nc1ccc(S(=O)(=O)N2CCN(S(=O)(=O)c3cccs3)CC2)cc1	7%	13%	-13%	/	-25%	5%	-9%	/	-16%
Cc1ccc(CCNC(=O)CS(=O)Cc2nc(-c3ccccc3C)oc2C)cc1 (configuration not stated)	12%	/	-11%	17%	?	?	-15%	-4%	-28%
COc1cc(C)ccc1OCc1cc(C(=O)NCCN2CCOCC2)no1	30%	4%	-15%	?	/	-9%	-6%	-4%	-15%
O=C(Nc1ccc(NC(=O)c2sc3ccccc3c2Cl)cc1)c1ccco1	13%	8%	-11%	2%	-42%[59 µM]	-9%	?	-3%	?
O=C(OCC(=O)N1CCOCC1)c1ccc(Br)cc1	33%[activator]	19%	-8%	?	26%	2%	11%	1%	-6%
COc1ccc(NC(=O)CCCOc2cc(=O)n(C)c3ccccc23)c(OC)c1	-4%	/	4%	1%	27%[59 µM]	?	3%	2%	-5%
CCN(c1ccc2c(c1)OCO2)S(=O)(=O)c1cc2c(cc1Br)CCN2C(=O)C1CC1	22%	/	2%	/	/	/	-17%	/	-15%
Cc1ccc(/C=N/n2c(C3CCCCC3)n[nH]c2=S)o1	4%	2%	-4%	4%	2µM*	-37%	3%	3%	10µM*
C[C@@H]1CCC(=O)N(CC[C@H](Sc2ccccc2)c2ccccc2)CC1	?	32%	-16%&-11%	5%	94%[activator]	6%[57.1 µM]	-12%	-6%	23%
CCC/C(=N/NC(=O)c1ccc2c(c1)OCO2)c1cccs1	53%[activator]	9%	-4%	1%	8%	-38%	-9%	-1%	-21%
CC1=C(C)[N+](=O)C2CCCCC2N1[O-] (configuration not stated)	-19%	4%	0%	-9%	-3%[59 µM]	5%	-5%	-3%	-4%
CCOC(=O)N1CCN(C(=O)CCN2C(=O)/C(=C\c3ccccc3OC)SC2=S)CC1	?	-8%	-2%	45%	/	?	-10%	-6%	-15%

Among those listed so far, these contain an NH in an aromatic ring.
SMILES	Pol iota inh	APE1 inh	Pol kappa inh	Pol beta inh	G9a inh	BAZ2B inh	POLH inh	BLM helicase inh	JMJD2A Tudor
Nc1nc(SCC(=O)c2ccc(F)cc2)n[nH]1	-29%	14%	-18%	-8%	45µM*	-5%	?	-5%	?
Cc1cc(C)cc(-n2c(SCC(=O)N3CCC(C)CC3)nc3c([nH]c4ccccc43)c2=O)c1	1%	/	-8%[60.1 µM]	-6%	31%[59 µM]	3%	-4%	-5%	-9%
O=C(OCC(=O)c1ccc[nH]1)c1cncc(Br)c1	?	15%	-24%	/	8%[12.7 µM]	-37%	-15%	/	-11%
Cc1ccc(/C=N/n2c(C3CCCCC3)n[nH]c2=S)o1	4%	2%	-4%	4%	2µM*	-37%	3%	3%	10µM*

Carrying on.
SMILES	Pol iota inh	APE1 inh	Pol kappa inh	Pol beta inh	G9a inh	BAZ2B inh	POLH inh	BLM helicase inh	JMJD2A Tudor
Clc1ccc(CNc2ccc3nnc(-c4ccccc4)n3n2)cc1	-11%	1%	-26%	6%	-6%	-4%	-7%	-8%	-24%
O=C(Nc1ccc(F)cc1F)C1CCCN1S(=O)(=O)c1ccc(-c2ccc(=O)[nH]n2)s1 (configuration not stated)	-18%	-8%	-4%	4%	-3%	?	-8%	-6%	-17%
CCNc1cc2n(c(=O)n1)CCc1cc(OC)c(OC)cc1-2	9%	1%	-12%[60.1 µM]	40%	3%	-2%	-1%	3%	-17%
FC(F)(F)c1nc(NCc2cccnc2)c2ccccc2n1	3%	9%	-1%	2%	/	?	-8%	-5%	-7%
CCOc1ccccc1N1CCN(CC(O)COC2CCCc3ccccc32)CC1 (configuration not stated)	14%	27%	-2%	-6%	9%	-14%	-15%	4%	-29%
COc1ccccc1-n1ccn(CC(=O)Nc2ccc(C)cc2Cl)c(=O)c1=O	58%[activator]	6%	5%	/	13%	7%	-24%	/	5%

The list is partial. The share of hits here may be higher or lower than overall.
